Source: PubChem
HIF-2a inh = blocks HIF-2a reporter activity | 360,000 tested, 0.72% active | inhibition, % at 18.8 µM | AID 624352 | 786-0 RCC cells HIF-2a reporter, luciferase luminescence, overnight;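 active means inhibition of the luminescence signal of 40% or more relative to plate controls, in a single-dose primary screen at 18.75 µM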
NR2E3 ag-1 = NR2E3 (human) agonism. 320,000 tested, 0.12% active. AID 2300. inhibition of corepressor binding, % at 4.78 µM. Q9Y5X4. GST-NR2E3/biotin-RetCOR TR-FRET, 1536-well;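 active means percent inhibition above the cutoff of mean plus 3 SD of all tested compounds, set per screening campaign, cut at about 20% in these data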;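 further: 0% = DMSO wells and 100% = biotin wells as full block of FRET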
Target sequence (Q9Y5X4 whole entry, looked up): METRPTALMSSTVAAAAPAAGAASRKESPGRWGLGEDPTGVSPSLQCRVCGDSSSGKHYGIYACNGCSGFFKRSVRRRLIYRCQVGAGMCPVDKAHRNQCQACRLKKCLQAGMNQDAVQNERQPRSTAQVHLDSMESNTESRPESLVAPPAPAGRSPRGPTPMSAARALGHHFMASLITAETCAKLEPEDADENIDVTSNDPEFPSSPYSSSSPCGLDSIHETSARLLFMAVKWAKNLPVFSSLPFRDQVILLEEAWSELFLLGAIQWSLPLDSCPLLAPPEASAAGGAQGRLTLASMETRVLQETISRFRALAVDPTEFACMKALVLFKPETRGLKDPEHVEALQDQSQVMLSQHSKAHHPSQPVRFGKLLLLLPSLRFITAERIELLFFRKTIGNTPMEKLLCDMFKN
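System: GST-NR2E3 and biotin-RetCOR proteins; probe or stimulus: 7 nM biotin-RetCOR; doses: compound at 4.8 µM, single dose; schedule: Compound–protein incubation for 5 h at 4 °C; detection: time-resolved FRET; read-out: percent inhibition; controls: biotin wells as high control, 0.6% DMSO wells as low control; format: 1536-well plates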
PDI inh = PDI (human) enzyme inhibition | PDI insulin aggregation turbidity, A650, 90 min | 350,000 tested, 0.052% active | inhibition, % at 10 µM | AID 588391;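 active means mean inhibition across replicates of 30% or more, whatever share of single replicates reach that level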;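 further: absorbance from insulin aggregation driven by PDI reduction with DTT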
Target sequence (P07237 whole entry, looked up): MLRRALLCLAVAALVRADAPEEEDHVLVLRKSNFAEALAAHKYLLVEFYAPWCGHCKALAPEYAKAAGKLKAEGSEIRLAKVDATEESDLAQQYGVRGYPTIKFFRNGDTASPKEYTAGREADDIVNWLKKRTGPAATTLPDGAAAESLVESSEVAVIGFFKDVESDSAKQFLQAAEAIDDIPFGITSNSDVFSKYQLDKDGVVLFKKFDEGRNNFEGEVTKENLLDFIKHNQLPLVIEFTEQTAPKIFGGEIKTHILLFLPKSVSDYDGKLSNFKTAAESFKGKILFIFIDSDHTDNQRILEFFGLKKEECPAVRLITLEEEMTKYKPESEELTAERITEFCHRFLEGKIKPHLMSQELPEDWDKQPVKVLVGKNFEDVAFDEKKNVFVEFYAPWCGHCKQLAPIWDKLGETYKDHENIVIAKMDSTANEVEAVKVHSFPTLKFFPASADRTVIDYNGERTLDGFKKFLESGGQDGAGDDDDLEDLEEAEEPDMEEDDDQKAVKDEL
NR2E3 ag-2 = human photoreceptor-specific nuclear receptor agonism; CHO-S Gal4-NCOR/VP16-NR2E3 two-hybrid, luciferase; inhibition of corepressor binding, % at 3.98 µM; 360,000 tested, 0.35% active; AID 602229;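 active means inhibition above the mean of all tested compounds plus 3 SD, cut at about 70% in these data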;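 further: 0% = DMSO with NR2E3 transfected cells and 100% = cells lacking NR2E3 construct; higher means lower luciferase signal from less NR2E3 corepressor binding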
Vif inh = blocks HIV Vif function; HEK293T cells, Vif self-association by quenched fluorescence, imaging, 24 h; inhibition, % at 7.49 µM; 340,000 tested, 0.35% active; AID 602346; in the data active means inhibition above about 50%, passing the limit was not always enough; further: some results filed as inactive read as strong as hits
Exocytosis inh = blocks lytic granule exocytosis; TALL-104 LAMP-1 surface exposure, flow cytometry; cells stimulated with thapsigargin and PMA; inhibition, % at 10 µM; 360,000 tested, 0.66% active;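 active means inhibition above about 55%, limit read from the data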
Peg3 prom inh = inhibitors of Peg3 promoter; HeLa PEG-Prom luciferase reporter, luminescence, overnight; inhibition, % at 20 µM; 360,000 tested, 1.7% active;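 active means inhibition of at least 50% at 20 µM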
CaV13 FRET inh = Primary screen for inhibitors of IQ motif and Ca2+-dependent inactivation inhibitor domain binding in CACNA1D, Förster resonance energy transfer in living cells, …; inhibition, % at 12.3 µM; 340,000 tested, 0.098% active; AID 743397; HEK cells, CFP/YFP FRET ICDI-IQ, plate reader, 10 min; percent FRET-ratio fall versus neutral wells;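 active means mean replicate inhibition of at least 30% and at least 1% of replicates passing that level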;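 further: 0% = median of the neutral control wells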
hiPSC survival = increases survival of single human iPS cells; hiPSC single-cell survival, ATPlite luminescence; 100% = ROCK inhibitor wells, 0% = DMSO; survival enhancement, % at 20 µM; 360,000 tested, 0.044% active; in the data active means survival enhancement above about 18%;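 further: cells exposed to compounds for 16 hours before the ATP read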
MITF TRPM1 inh = reduces MITF-dependent TRPM1 promoter luciferase signal | inhibition, % at 12.5 µM | 330,000 tested, 0.83% active | SK-MEL-5 TRPM1 promoter luciferase, 24 h;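 active means mean inhibition across replicates of 60% or more, whatever share of single replicates reaches that level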; further: values of inactives mirror those of a sister screen read the other way
aDG glyco up = increases alpha dystroglycan glycosylation. activation, % at 10 µM. Pro5-aDG cells, alpha-DG glycosylation AlphaScreen (IIH6); 0% Pro5, 100% B10-LARGE cell signal. 360,000 tested, 0.22% active. AID 624168;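 active means activation of at least 8% versus controls, or a plate z-score of at least 8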;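 further: Pro5 are CHO cells carrying HIG-tagged alpha-DG that lacks glycosylation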
Active calls of the source: *; i = inactive; / = no result given.

SMILES	HIF-2a inh	NR2E3 ag-1	PDI inh	NR2E3 ag-2	Vif inh	Exocytosis inh	Peg3 prom inh	CaV13 FRET inh	hiPSC survival	MITF TRPM1 inh	aDG glyco up
CC1=C(C(=O)Nc2ccccc2C)C(c2ccc(C)o2)n2c(s/c(=C/c3ccccc3)c2=O)=N1 (configuration not stated)	2.1	0.6	12.0	-26.6	/	2.6	21.7	-4.0	-3.4	-9.8	-0.2
CC(C)[C@H](NC(=O)[C@@H]1CSCN1C(=O)OC(C)(C)C)C(=O)NCC1CCC(C(=O)O)CC1 (some centres not stated)	14.7	5.8	7.6	21.9	4.8	-1.8	-7.5	-6.5	-1.2	-0.5	-0.2
Cn1c(C(=O)O)cnc1Sc1ncc(C(F)(F)F)cc1Cl	12.4	1.8	3.2	-0.1	-2.5	-6.4	7.7	4.8	0.3	11.6	-0.2
COC(=O)[C@H](CCSC)NC(=O)Nc1ccc(C)c(C)c1	-2.4	2.3	-5.6	15.4	3.7	-2.4	-6.2	-7.8	0.7	4.9	0.1
Cc1cccc(C)c1NC(=S)NC1CCCCC1	13.0	-0.2	-29.4	-1.3	-18.1	-2.0	-13.6	-2.7	-2.6	9.0	0.9
CCOC(=O)c1cnn(-c2ccc(Cl)cc2)c1C1CCN(C(=O)OC(C)(C)C)CC1	13.5	1.1	1.6	-18.5	-0.6	11.7	26.6	-4.2	0.0	7.5	0.0
O=c1c2ccccc2nc(SCc2ccccc2)n1Cc1ccco1	17.5	-3.0	-5.8	-1.5	/	14.9	27.1	-3.8	3.9	3.3	0.0
COc1cc(C(=S)N2CCOCC2)cc(OC)c1OC(=O)c1ccccc1[N+](=O)[O-]	6.8	-3.8	7.9	20.4	6.3	-1.7	7.8	-11.3	2.7	8.8	0.1
Nc1c(-c2ccc(Cl)cc2)cnn1-c1cccc([N+](=O)[O-])c1	-262.9	-2.5	-3.1	-51.4	-11.1	22.0	-133.7	-6.1	1.4	-34.5	0.0
COc1cc(C2C3=C(COC3=O)Oc3cc4c(cc32)OCO4)cc(OC)c1OC(C)=O (configuration not stated)	13.8	/	4.3	25.8	-6.5	18.0	-36.8	-7.2	-2.1	55.2	-0.1
CC(=O)Nc1nc(C)c(Oc2ccc(C)cc2)c(=O)[nH]1	23.5	2.4	-1.2	1.1	-15.9	-3.8	9.4	-13.8	-0.5	4.3	-0.2
O=C(N/N=C1\C2CN3CCN(C2)CC1(c1ccccc1)C3)c1ccc(F)cc1	3.0	0.3	7.2	-49.3	18.4	-2.6	10.8	-4.9	0.7	-6.6	-0.3
CCOc1ccc(S(=O)(=O)N2CCCCC2)cc1NC(=O)c1ccccc1	2.1	/	-2.9	8.1	-2.2	-2.1	18.4	-6.6	-2.1	6.0	0.0
CCCCC(c1nnnn1C1CCCC1)N1CCN(C2CCCC2)CC1 (configuration not stated)	1.4	-2.0	6.0	-30.1	13.2	1.7	0.6	/	0.5	-4.4	0.1
CC(Sc1nc(N)cc(=O)[nH]1)C(=O)Nc1cccc(Cl)c1 (configuration not stated)	7.5	-3.6	7.9	6.1	8.8	-1.1	11.4	-1.8	3.3	21.6	-0.1

Reprinted from the part before: 2 entries, then new ones.
SMILES	HIF-2a inh	NR2E3 ag-1	PDI inh	NR2E3 ag-2	Vif inh	Exocytosis inh	Peg3 prom inh	CaV13 FRET inh	hiPSC survival	MITF TRPM1 inh	aDG glyco up
CCCCC(c1nnnn1C1CCCC1)N1CCN(C2CCCC2)CC1 (configuration not stated)	1.4	-2.0	6.0	-30.1	13.2	1.7	0.6	/	0.5	-4.4	0.1
CC(Sc1nc(N)cc(=O)[nH]1)C(=O)Nc1cccc(Cl)c1 (configuration not stated)	7.5	-3.6	7.9	6.1	8.8	-1.1	11.4	-1.8	3.3	21.6	-0.1
Cc1ccccc1CS(=O)(=O)c1ccc(C(=O)N2CCOCC2)cc1[N+](=O)[O-]	-13.6	-0.9	2.9	-2.6	-7.1	-11.0	26.2	-6.9	-0.6	19.0	0.9
CCC1NC(=O)c2cc(S(N)(=O)=O)c(Cl)cc2N1 (configuration not stated)	8.7	1.4	-6.9	-7.1	-3.5	-1.5	4.2	-5.2	0.7	7.2	1.0
CCn1nnc(NC(=O)c2cccnc2)n1	14.6	2.6	-1.3	3.0	10.5	12.0	18.4	/	3.4	-4.2	-0.3
O=C(NCCc1ccc(S(=O)(=O)N2CCCC2)cc1)c1cccs1	11.8	0.9	0.2	-17.3	6.9	1.3	1.0	-4.7	-1.5	6.8	0.1
O=C(CCc1nc(-c2ccccc2)no1)NCc1ccccc1CN1CCOCC1	6.2	-2.1	1.1	-28.5	0.5	-4.0	-2.0	-5.5	-2.3	13.6	-0.1
COC(=O)c1ccc(NC(=O)CSCc2ccccc2C)cc1	-47.4	2.1	0.9	1.2	-5.3	-2.7	-56.3	-7.2	-1.6	-10.0	0.4
COC(=O)c1ccc(OCC(O)CN(CC(C)C)CC(C)C)cc1 (configuration not stated)	12.3	1.1	3.9	3.8	-4.3	-0.5	7.3	-4.7	-1.8	-4.8	-0.1
O=C1C(=O)N(CCN2CCOCC2)C(c2ccccc2)/C1=C(\O)c1ccc2c(c1)OCCO2 (configuration not stated)	-33.8	10.7	-4.4	-12.4	2.5	-8.3	-2.3	-5.2	-0.3	3.1	-0.2
CCOc1ccc2nc(N(CCCN(C)C)C(=O)c3ccc4c(c3)CCCC4)sc2c1	-21.8	4.2	-3.8	-5.9	-6.9	25.7	16.8	-2.2	-0.3	6.4	1.2
COC(=O)C1=C(C)N(CCc2c[nH]c3ccc(OC)cc23)C(=O)C1	1.9	-5.5	0.7	18.5	2.2	2.5	-0.8	5.3	0.0	-2.7	-0.1
O=C(CSc1ncn(-c2ccccc2)n1)Nc1ccc2c(c1)OCCO2	-24.7	4.0	-5.4	5.6	3.1	1.1	-7.3	-8.9	1.9	3.0	0.0
COc1ccc(OC)c2sc(N(CCN(C)C)C(=O)/C=C/c3cccs3)nc12	78.0*	1.3	5.8	-22.8	0.7	13.2	104.4*	-5.6	-0.6	66.6*	-0.5
O=C1CCC([N+](=O)[O-])C(c2cccc(Br)c2)N1 (configuration not stated)	28.3	-1.1	-3.6	-19.8	8.7	-7.5	6.4	-4.6	1.4	-15.3	-0.1
O=C(NCC1CC1)Nc1cccc(Cl)c1	-109.2	-1.8	-1.5	-42.1	-6.0	-0.4	-95.8	-18.7	-0.2	-91.8	-0.1
NC(=O)C1(N2CCCCC2)CCN(C(=S)Nc2cccc(Cl)c2)CC1	14.8	0.2	-10.0	5.3	-3.3	2.5	15.6	-2.4	-0.5	5.8	0.0
COc1ccc(NC(=O)CN2CCN(CC(=O)Nc3ccccc3F)CC2)c(OC)c1	8.5	-0.1	2.9	11.9	-0.9	-12.2	10.8	-0.8	0.4	16.0	0.5
Cc1csc(CN(C)C(=O)CC2C(=O)NCCN2Cc2ccc(F)c(F)c2)n1 (configuration not stated)	3.9	2.9	-3.3	5.2	4.4	-17.8	8.2	-6.5	-0.5	6.7	-0.6
Brc1ccc(C=Nc2ccc3c(c2)OCCOCCOCCO3)s1	5.3	-1.1	22.7	6.8	-6.5	0.4	-3.2	-2.5	0.5	8.4	0.0
COC(=O)c1c(NC(=O)c2ccn(C)n2)sc2c1CCC2	-111.8	3.1	-3.5	-4.3	0.1	2.0	-82.5	-2.2	-0.3	-16.2	-0.4
COc1ccccc1Cn1c(C)c(C(=O)NCc2ccco2)sc1=O	-14.4	/	20.1	-17.2	-5.8	-1.8	14.8	-0.1	0.5	/	-0.2
CC(C)(C)N1CC(C(=O)Nc2ccc(S(N)(=O)=O)cc2)CC1=O (configuration not stated)	15.4	3.8	-5.9	-5.2	-16.3	-4.9	-0.1	-21.3	-0.6	-3.2	-0.1
C=CCNC(=O)CCCCC(=O)NCC=C	25.8	4.1	-3.7	-4.5	14.8	-4.2	14.3	-3.6	0.1	9.6	-0.1
CCN(CC)CCN(CC)Cc1ccccc1Br	4.3	-2.4	5.1	-28.7	-0.4	-6.6	-9.8	-6.6	-0.1	1.0	0.0
C/C(=N\NC(=O)C(=O)Nc1cc(C)ccc1C)c1ccncc1	-7.3	5.1	-4.2	15.2	-2.9	-11.3	1.9	-4.7	-0.4	-3.4	0.1
CCOc1ccc(Nc2oc(Cc3ccccc3)nc2C#N)cc1	-177.0	1.8	-6.6	-90.0	-3.7	-1.5	-164.2	-5.2	2.3	-64.1	0.5
CC(=O)N1c2ccc(S(=O)(=O)NCC3CCC(C(=O)NCc4ccco4)CC3)cc2CC1C (configuration not stated)	9.8	0.0	-2.1	1.8	-1.4	0.0	17.2	-2.9	0.3	15.0	-0.2
COc1cc2oc3ccccc3c(=O)c2cc1OC	-232.7	0.5	/	-84.7	0.8	-1.3	-221.9	/	-0.4	-37.9	0.1
O=C1CSC(c2ccccc2)N1Cc1ccccc1 (configuration not stated)	13.5	3.0	-32.9	-0.3	-10.3	-6.5	33.0	-2.1	-0.5	17.8	0.0
Cc1ccccc1CNC(=O)C1CCCN(c2cnccn2)C1 (configuration not stated)	3.3	1.0	-8.0	0.0	-10.3	-3.8	7.5	-2.8	0.3	10.4	0.0
COc1ccc(S(=O)(=O)N2CCCC(C(=O)NCCCn3ccnc3)C2)cc1OC (configuration not stated)	-1.6	2.0	-2.8	-29.4	-0.4	-5.8	11.0	-3.4	-0.7	-7.8	-0.1
CCOC(=O)c1ccc(NC(=O)CC2S/C(=N/N=C3/NC(=O)CS3)NC2=O)cc1 (configuration not stated)	15.7	1.2	-1.8	-27.3	-3.2	-0.8	12.8	-5.0	0.1	0.7	0.0
Cc1ccc(-c2n[nH]c(=S)n2/N=C/C=C/c2ccccc2[N+](=O)[O-])cc1	3.5	-0.5	3.5	-22.2	/	1.4	3.9	-4.1	-2.5	-0.7	-0.1
Cn1cc(C(=O)NCC(=O)Nc2ccccc2Br)cn1	12.6	/	2.1	-12.2	/	-7.0	5.0	-1.9	0.9	2.2	-0.1
CC(C)C(=O)Nc1ccc(-c2nnc(-c3ccccc3)o2)cc1	-247.4	/	-4.0	-136.1	-1.7	13.5	-177.3	-17.6	-0.4	-71.2	0.3
CCOC(=O)Cn1nc2sc3ccccc3n2c(=O)c1=O	15.1	4.1	6.7	9.2	0.0	0.9	15.6	-12.3	1.3	-2.1	-0.1
COc1cccc(NC(=S)N(CCc2c(C)[nH]c3ccc(C)cc23)Cc2cccs2)c1	0.4	6.0	-6.8	-0.4	-0.5	-8.0	15.8	-5.6	-0.7	/	-0.2
N#CC(=C1C=C(Br)C(=NO)C=C1Cl)c1cccc2ccccc12	17.1	/	-8.9	-5.2	-9.8	0.0	38.7	-5.7	-3.5	/	0.0
Cc1ccc(Sc2ncccc2C(=O)O)cc1C	20.0	-1.9	6.8	-4.1	11.2	-2.1	-1.8	5.3	-1.0	2.5	-0.3
CCc1nc2oc3ccc(C)cc3c(=O)c2cc1C(=O)OC	-241.0	/	-13.6	-68.5	-7.2	-19.1	-327.8	-3.1	-0.6	-74.6	-0.1
N#C/C(=C\c1ccc(N2CCOCC2)o1)c1nc2ccccc2[nH]1	-86.6	-8.0	-12.5	-37.0	i	-0.1	-41.3	/	-5.3	-2.4	-0.4
